NPY2 pot ag: human NPY-Y2 potentiation or agonism, primary screen; activation, % at 3.6 µM; AID 1359; P49146; actives 0.45% (n = 220,000); cells expressing NPY-Y2, potentiator/agonist read-out; in the data active = activation above about 27%;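 also: cells stimulated with NPY near EC25 plus isoproterenol at EC100; 0% = vehicle plus submaximal agonist and 100% = vehicle plus saturating agonist; some results beyond the cut were filed as inactive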
p97 inhibitor: inhibitors of human p97 ATPase; P55072; recombinant p97 ATPase, Kinase-Glo ATP luminescence, 3 h; inhibition, % at 8 µM; actives 0.42% (n = 220,000); AID 1481; in the data active = inhibition above about 15%;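 also: 0% = DMSO vehicle and 100% = wells lacking enzyme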
eIF4E-4G inh: blocks eIF4E binding to eIF4G; actives 0.37% (n = 220,000); inhibition, % at 21.7 µM; P63073+Q04637; TR-FRET eIF4E-eIF4GI(517-606) binding, 2 h;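 active = inhibition above about 30%, limit read from the data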;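 also: 0% = full FRET control wells and 100% = background wells lacking eIF4GI fragment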
EP2 modulator: modulators of human EP2 prostaglandin E2 receptor. P43116. EP2-expressing cells, cAMP HTRF FRET, PGE2 co-stimulation. induction, % at 25 µM. actives 0.83% (n = 260,000);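 active = compounds whose cAMP rise, as percent of the full-agonist control response, exceeds 60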;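 also: rat C6 glioma line stably carrying human EP2 under a CMV promoter; the protocol text gives 20 µM as final concentration; 100% = response of wells given 1 µM PGE2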
EP2 antag: inhibitors of human EP2 prostaglandin E2 receptor; C6 glioma cells expressing human EP2, cAMP TR-FRET; cells stimulated with saturating PGE2; inhibition, % at 25 µM; actives 0.52% (n = 260,000); AID 1422;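 active = percent inhibition above 40 after rounding to a whole number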;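 also: rat C6 glioma host cells with rolipram phosphodiesterase inhibitor present; the protocol text gives 20 µM as final concentration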
NPY-Y1 antag: blocks the human neuropeptide Y Y1 receptor. HEK293-CNG Y1 cells, membrane potential fluorescence; NPY at EC95, then isoproterenol. P25929. actives 1% (n = 200,000). inhibition, % at 3.6 µM;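 active = inhibition above the campaign mean inhibition of all tested compounds plus 3 SD, cut at about 20% in these data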;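 also: 0% = DMSO wells given NPY plus isoproterenol and 100% = isoproterenol alone without NPY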
Target sequence (P25929 whole entry, looked up): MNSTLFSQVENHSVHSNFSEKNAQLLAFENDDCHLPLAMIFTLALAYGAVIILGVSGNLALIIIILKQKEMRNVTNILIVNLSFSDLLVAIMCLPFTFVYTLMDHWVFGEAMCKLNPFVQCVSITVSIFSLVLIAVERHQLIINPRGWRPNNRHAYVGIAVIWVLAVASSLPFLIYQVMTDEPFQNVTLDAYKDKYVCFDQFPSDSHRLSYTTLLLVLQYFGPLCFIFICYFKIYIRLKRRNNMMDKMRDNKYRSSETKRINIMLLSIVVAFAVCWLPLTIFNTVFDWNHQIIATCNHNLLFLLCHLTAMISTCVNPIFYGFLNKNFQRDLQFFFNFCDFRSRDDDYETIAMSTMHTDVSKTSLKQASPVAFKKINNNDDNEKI
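Material: Y1- and CNG-channel-expressing HEK293 cells / Probe or stimulus: NPY 25 nM then isoproterenol 1 µM plus Ro 20-1724 25 µM / Doses: 3.6 µM single dose, DMSO 0.4% / Schedule: compound incubation 1 h at room temperature, readout 45 min post-stimulation / Signal: membrane potential fluorescence / Benchmarks: isoproterenol-only wells as full block versus NPY-plus-isoproterenol wells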
S1P4 agonist: human S1P4 receptor agonism | S1P4-expressing cell line, agonist reporter assay | activation, % at 4.98 µM | actives 0.35% (n = 220,000); in the data active = activation above about 11%;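 also: 0% = DMSO vehicle and 100% = reference agonist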
Target sequence (O95977 whole entry, looked up): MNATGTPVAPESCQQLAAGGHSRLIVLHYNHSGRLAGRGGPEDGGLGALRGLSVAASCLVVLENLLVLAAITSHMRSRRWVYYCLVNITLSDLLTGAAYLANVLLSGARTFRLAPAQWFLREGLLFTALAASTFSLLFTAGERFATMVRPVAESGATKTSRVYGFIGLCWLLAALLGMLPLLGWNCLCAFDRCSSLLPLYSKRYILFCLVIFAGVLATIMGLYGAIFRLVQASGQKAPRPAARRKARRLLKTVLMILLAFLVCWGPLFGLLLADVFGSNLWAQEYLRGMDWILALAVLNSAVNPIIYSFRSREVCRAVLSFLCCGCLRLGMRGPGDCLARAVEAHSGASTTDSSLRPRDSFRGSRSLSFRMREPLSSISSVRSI
NPY1 pot ag: human NPY-Y1 potentiation or agonism, primary screen. P25929. NPY-Y1 expressing cells, potentiator/agonist activation. activation, % at 3.6 µM. actives 0.37% (n = 220,000). AID 1304; in the data active = activation above about 33%, passing the limit was not always enough;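 also: cells stimulated with NPY at EC10 then isoproterenol at EC100; 0% = low agonist plus stimulus and 100% = saturating agonist plus stimulus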
S1P4 antag: human S1P4 receptor antagonism; S1P4-expressing cells, antagonist mode, reporter read-out; inhibition, % at 4.98 µM; actives 0.26% (n = 220,000); in the data active = inhibition above about 29%;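 also: 0% = wells stimulated with agonist and 100% = vehicle wells without agonist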
* marks the source's active call; other numbers are inactive results; nt = not tested or not shown; & = joins results of further samples; [ ] = another dose, or the depositor's remark. Not all compounds are listed (hit frequency here may not be typical).

Molecule	NPY2 pot ag	p97 inhibitor	eIF4E-4G inh	EP2 modulator	EP2 antag	NPY-Y1 antag	S1P4 agonist	NPY1 pot ag	S1P4 antag
Cc1cccc(S(=O)(=O)c2c(N)n(Cc3ccco3)c3nc4ccccc4nc23)c1	0	0	-30	16	9	-4	2.3	7	-8
CCN(CC)C1=CC(=[N+]2CCCC2)CC(C)(C)C1	26	5	6	-6	4	7	1.7	8	-2
COCCNC(=S)NC(=O)c1ccc(C(C)(C)C)cc1	4	-1	-1	11	10	5	0.1	-3	-2
COc1cc2ncnc(NCc3ccccc3C)c2cc1OC	-13	-1	4	-2	17	13	0.9	-5	-16
O=C(CN1CCN(Cc2ccc3c(c2)OCO3)CC1)N1CCc2[nH]c3ccccc3c2C1	2	4	-4[fluorescence artefact?]	-10	20	2	-1.5	9	3
CC(=O)c1cc(C(C)=O)c(C)nc1C	12	2	3	29	5	-1	0.4	9	-9
CC(=O)c1ccc(N2CCN(C(=O)c3cccc(Oc4ccccc4)c3)CC2)cc1	-12	-8	4	-79	6	3	0.4	-4	4
Cn1c(CSc2ncn[nH]2)nc2ccccc21	-6	-2	1	12	-10	1	3.0	0	-5
Cc1ccc2nc3ccc(N4CCCCCCC4)nn3c(=O)c2c1	-4	-1	-1[fluorescence artefact?]	-45	4	1	0.4	14	-2
Nc1nnc(SCC(=O)Nc2cc(C(F)(F)F)ccc2N2CCOCC2)s1	5	1	-3[fluorescence artefact?]	-5	3	5	2.1	0	-21
CCOC(=O)c1cc2c(=O)[nH]ccc2nc1C(F)(F)F	-16	-1	1	-1	7	nt	0.3	12	12
CCOC(=O)c1ccc(N=C2SC(C(=O)Nc3ccc(C(=O)O)cc3)CC(=O)N2Cc2cccs2)cc1 (stereo not given)	15	-2	2	22	7	-2	0.8	7	2
Cc1ccc2nc(SCC(=O)N(CC(C)C)c3c(N)n(Cc4ccccc4)c(=O)[nH]c3=O)[nH]c2c1	-26	0	10	4	15	nt	-1.2	-15	17
CCOC(=O)c1cc2c(ccn2C)n1Cc1cc(C)ccc1C	-1	1	2	54	7	1	-0.7	4	-17
COc1ccc(S(=O)(=O)N(C)CC(=O)NC2CCCC2)cc1Cl	0	4	4	-7	10	1	1.9	-15	-3
CSc1ccc2c(c1)C(N1CCN(C)CC1)Cc1ccccc1S2 (stereo not given)	-2	-1	8	-24&-4&-18	16&18&14&14	nt	-1.4	8	-4
CC1CC(=O)C2=C(C1)Nc1ccccc1SC2c1ccc(F)cc1 (stereo not given)	12	-1	1	6	7	-4	-0.2	34	-5
O=C(O)CSc1nnc(-c2cccc(S(=O)(=O)N3CCOCC3)c2)n1-c1cccc(Cl)c1	-18	5	-9	18	5	nt	15*	-2	-2
O=C(NC(=S)Nc1ccc(S(=O)(=O)Nc2nccs2)cc1)c1ccc(F)cc1	-13	0	-1	-155&-13	12&13	3	-1.4	-17	-5
COc1ccc(C2C3=C(CC(C)(C)CC3=O)Oc3ncn(CC(C)C)c(=N)c32)cc1 (stereo not given)	-4	0	15	5	12	-4	-0.6	-12	-20
CCN(CC)c1ccc(C(=O)n2cnc3ccccc32)cc1	6	4	5	1	15	-1	-1.2	13	-4
CC(NC(=O)Nn1cnnc1)(C(F)(F)F)C(F)(F)F	-13	8	0[fluorescence artefact?]	13	7	2	1.6	3	2
CCOc1ccc(NC(=S)NC(=O)/C=C/c2ccc(C)cc2)c([N+](=O)[O-])c1	-7	5	-30[fluorescence artefact?]	-12	nt	7	-2.2	19	-1
Cc1ccc(S(=O)(=O)c2cnc(-c3ccccc3)nc2N2CCCCC2)cc1	-28	-5	0	36	4	7	-0.3	-19	-12
Cc1nn(Cc2ccc(C(=O)N3N=C(C(F)F)CC3(O)C(F)F)o2)c(C)c1[N+](=O)[O-] (stereo not given)	2	-1	-3	-1	13	2	-0.1	8	9

In another format: results already given
Values run as follows: NPY2 pot ag	p97 inhibitor	eIF4E-4G inh	EP2 modulator	EP2 antag	NPY-Y1 antag	S1P4 agonist	NPY1 pot ag	S1P4 antag
Cn1c(CSc2ncn[nH]2)nc2ccccc21
 : -6	-2	1	12	-10	1	3.0	0	-5
Cc1ccc2nc3ccc(N4CCCCCCC4)nn3c(=O)c2c1
 : -4	-1	-1[fluorescence artefact?]	-45	4	1	0.4	14	-2
Nc1nnc(SCC(=O)Nc2cc(C(F)(F)F)ccc2N2CCOCC2)s1
 : 5	1	-3[fluorescence artefact?]	-5	3	5	2.1	0	-21

Other records.
Molecule	NPY2 pot ag	p97 inhibitor	eIF4E-4G inh	EP2 modulator	EP2 antag	NPY-Y1 antag	S1P4 agonist	NPY1 pot ag	S1P4 antag
COc1ccc(NC(=O)N(CCN2CCCC2)Cc2cc3cc(OC)c(OC)cc3[nH]c2=O)cc1	5	5	6	12	nt	-6	0.4	20	16
O=C(CN(Cc1cccs1)C(=O)CSc1nnc(COc2ccccc2)o1)NC1CCCC1	-13	-3	7	8	9	6	-2.6	0	-16
CN(C)CCNC(CC(=O)Nc1ccc(Cl)c(Cl)c1)C(=O)O (stereo not given)	4	-1	nt	nt	nt	-3	0.5	-32	0
NNC(=O)c1cccc(COc2cccc(Br)c2)c1	-21	1	11	-64	6	5	-0.1	-11	9
CN(CC(=O)Nc1ccc(S(N)(=O)=O)cc1)Cc1ccccc1F	7	6	5	-17	3	-3	0.6	-8	7
COc1ccc(/C=C/C(=O)c2ccncc2)c2ccccc12	-2	7	19	-27	4	0	0.8	9	6
COc1ccc(NC(=O)COC(=O)c2ncc(Cl)c(Cl)c2Cl)c(OC)c1	-4	-2	7	-8	6	-2	1.3	-9	-22
CCN(CC)c1ccc(/C=N/N2CCN(Cc3ccccc3Cl)CC2)c(O)c1	-11	-12	4	-6	10	nt	-0.2	6	16
COc1cc2c(cc1NC(=O)c1cccc(F)c1)CCCC2	-15	-7	-4	43	14	13	-0.1	-66	-25
CC(C)c1ccc(N2C(=O)CC(Sc3ncn[nH]3)C2=O)cc1 (stereo not given)	14	2	-8	-1	14	-1	-0.8	8	-5
COc1cc(C(=O)Nc2nc3ccc(S(=O)(=O)N4CCOCC4)cc3s2)cc(OC)c1OC	-7	-3	2	17	2	-5	0.8	-13	-5
COc1ccc(-c2nc(C#N)c(NCCCn3ccnc3)o2)cc1OC	0	1	-3	-13	6	3	0.4	4	-18
O=C(CCSCc1cccc(Cl)c1)NC1CCCC1	-2	0	5	-32	0	-2	0.3	-23	-21
O=C(NC(=S)NCCc1ccccc1)c1ccccc1	-22	9	-8	-32	5	3	0.8	-26	1
CCC(C)(C)n1nnnc1CN(Cc1cc2cc(OC)c(OC)cc2[nH]c1=O)C1CCCC1	-1	7	-8	23	11	-1	0.5	-9	9
O=C(c1cccc(C(=O)N(c2ccccn2)C2CCCCC2)c1)N(c1ccccn1)C1CCCCC1	5	4	1	2	7	5	1.2	-8	5
Cn1c(CSCc2ccc(F)cc2)nnc1SCC(=O)Nc1nccs1	6	2	0	-35	14	-6	0.8	-8	6
COC(=O)c1c(-c2cccc3ccccc23)csc1NC(=O)Cc1ccc(OC)c(OC)c1	4	1	-10	18	8	4	0.3	9	-5
CCN(CCCNC(=O)C1CCN(S(=O)(=O)c2c(C)[nH]c(=O)[nH]c2=O)CC1)c1cccc(C)c1	5	-3	0	26	11	3	0.3	-8	-6
C=CCOc1c(CNc2ncn[nH]2)cccc1OC	2	-8	3[fluorescence artefact?]	2	21	2	0.3	32	-4
CCC(C)(C)N1CC(=O)N(Cc2ccccc2)C(c2ccc(OC)cc2)C1=O (stereo not given)	4	-1	-9	-10	8	2	0.3	-5	-9
COC(=O)c1c(C)[nH]c(C)c1C(C)=O	-2	1	2	-9	8	nt	1.3	-7	-10
O=C(COc1ccccc1[N+](=O)[O-])N1CCC(Cc2ccccc2)CC1	-2	-4	4	-10	3	-3	-0.3	-2	-9
CCn1nc(C)c(C(=O)Nc2cc(Oc3ccc(Cl)cc3)cc([N+](=O)[O-])c2)c1C	-17	-6	2	-25	8	-2	-1.3	-18	-5
CC1CCN(C(=O)COc2cccc3c2CCN(Cc2ccccc2)C3=O)CC1	-3	0	3	-71	18	-2	0.6	6	-12
COc1ccc(C(C(=O)NC2CCCCC2)N(C(=O)c2cccs2)c2ccc3c(c2)OCO3)cc1 (stereo not given)	-3	1	0	23&25	18&7	4	0.3	28	0
O=[N+]([O-])c1ccc2[nH]c3c(c2c1)CCCC3O (stereo not given)	20	0	4	-11	7	1	0.8	9	2
Cn1c(=O)[nH]c(=O)c2c1nc(SCCN1CCOCC1)n2CCCc1ccccc1	2	0	-5	0	11	0	1.9	2	6
O=C(CCc1ccc(CCC(=O)c2cccs2)s1)c1cccs1	7	1	-11	-15	2	8	-1.4	8	-8
Cc1ccc2c(c1)cc(CN(Cc1ccc3c(c1)OCO3)C(=O)c1cnccn1)c1nnnn12	-9	-3	-1	-5	7	5	-1.3	-14	6
CC1=C(C)[N+](=O)C2CCCCC2N1[O-] (stereo not given)	8	-6	-2	7	5	12	0.3	12	-14
COCCNC(=O)C1CC(=O)N(CCc2ccccc2)C1 (stereo not given)	-3	1	4	8	14	3	-0.5	23	-15
COc1ccccc1C1OC(c2cccc([N+](=O)[O-])c2)=NN1C(C)=O (stereo not given)	-5	0	2	23	1	0	2.7	-5	3
CCCCn1c(C)cc(/C=C(\C#N)C(=O)O)c1C	-2	0	-1	2	8	1	-0.5	10	6
COc1cccc(/C=C2\C(=O)N(c3cccc(C)c3)C(=O)c3ccccc32)c1	11	7	2	-5	9	-1	-0.6	-2	-11

Assay outcomes deposited in PubChem by several laboratories.
